# Rab7 wt modul: modulators of GTP binding to Rab7, primary screen, biochemical, wildtype, multiplex bead flow cytometry | Rab7 GTPase wild type (dog), Bodipy-FL-GTP binding | GST-Rab7 beads, fluorescent GTP binding; actives lie on both sides; untreated = 100%, excess cold GTP = 0% | 190,000 tested, 0.055% active | AID 758, 2007 | GTP binding activity (percent of control), % at 10 µM;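 active = fluorescent GTP binding to Rab7 beads changed by at least 20 points from the 100% baseline, either direction, mostly lower; inconclusive = compound itself probably fluorescent, or too few beads counted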;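 note: median green fluorescence of bound Bodipy-FL-GTP per Rab7 bead population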
# Mcl1-Noxa inh: Mcl-1/Noxa binding inhibitors, primary screen, biochemical, TR-FRET, 1536-well; Induced myeloid leukemia cell differentiation protein Mcl-1 (Homo sapiens), Q07820; AID 1022, 2008; 220,000 tested, 1.5% active; TR-FRET Mcl-1/Noxa peptide binding, 2 h; inhibition, % at 21.7 µM;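 active = compounds that cut the protein-peptide binding signal by more than 50% relative to plate controls in a single-dose test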;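 note: His-tagged Mcl-1 with rhodamine Noxa BH3 peptide and terbium anti-His antibody; 0% = Mcl-1 plus Noxa peptide wells and 100% = peptide-only wells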
# Avidin bead fluor: green autofluorescence of compounds with avidin beads – biophysical, 488/530 nm, flow cytometry, artefact control, profiling panel | compound fluorescence 488/530 nm; stronger effect = higher value | fluorescence (KMESF) at 10 µM | 220,000 tested, 0.38% active | AID 1775, 2009; in the data active = fluorescence above about 47; note: inactives centre near 10
# ABCG2 block: ABCG2 efflux pump inhibitors, primary screen, multiplex with ABCB1, IgMXP3 cells, flow cytometry. inhibition, % at 6.6 µM. 190,000 tested, 0.1% active. JC-1 efflux;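 active = inhibition above 80%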;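 note: 0% = DMSO and 100% = nicardipine control wells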
# Target sequence (Q9UNQ0 whole entry, looked up): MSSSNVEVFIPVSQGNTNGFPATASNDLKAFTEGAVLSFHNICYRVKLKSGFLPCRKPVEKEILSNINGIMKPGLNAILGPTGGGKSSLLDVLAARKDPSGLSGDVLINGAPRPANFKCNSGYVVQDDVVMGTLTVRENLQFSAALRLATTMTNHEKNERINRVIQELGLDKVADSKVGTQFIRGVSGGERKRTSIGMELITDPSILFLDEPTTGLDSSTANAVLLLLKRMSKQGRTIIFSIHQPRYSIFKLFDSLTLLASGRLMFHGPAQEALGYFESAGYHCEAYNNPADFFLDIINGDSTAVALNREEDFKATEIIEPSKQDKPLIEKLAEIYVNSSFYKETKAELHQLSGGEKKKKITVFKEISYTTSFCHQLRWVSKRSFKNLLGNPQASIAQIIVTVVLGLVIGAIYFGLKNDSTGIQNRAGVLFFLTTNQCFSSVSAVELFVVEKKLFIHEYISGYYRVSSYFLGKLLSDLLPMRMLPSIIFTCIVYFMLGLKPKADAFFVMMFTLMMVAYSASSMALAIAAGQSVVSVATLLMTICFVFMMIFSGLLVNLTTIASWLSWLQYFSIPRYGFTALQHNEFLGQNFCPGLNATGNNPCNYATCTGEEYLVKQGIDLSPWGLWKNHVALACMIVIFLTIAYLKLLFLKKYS
#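 Test system: IgMXP3 (ABCG2) plus far-red-tagged CCRF-Adr (ABCB1) cells / Amount: 3 million cells/mL in well / Reagent: JC-1 transporter substrate / Timing: 10 min compound exposure, 25 °C / Signal: flow cytometry, 530 nm JC-1 signal / Read-out: percent efflux inhibition, scaled nicardipine 100% to DMSO 0% / Benchmarks: nicardipine as high control, DMSO as low control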
# Rac1 wt modul: wildtype Rac1 GTP binding modulators, primary screen, biochemical, GST-Rac1 beads, flow cytometry, multiplex. Ras-related C3 botulinum toxin substrate 1 (Homo sapiens), P63000. fluorescent GTP binding; actives lie on both sides; 0 = cold GTP competed, 100 = untreated. GTP binding activity (% of control), % at 10 µM. 190,000 tested, 0.27% active. AID 757, 2007;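 active = GTP binding activity at least 20 points away from the 100% control level, either lower or higher; inconclusive = compound flagged as likely green fluorescent, judged across all proteins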
# Rab2A wt mod: modulators of GTP binding to Rab2A wildtype, primary screen, biochemical, dog, bead-based flow cytometry, multiplex; AID 760, 2007; GST-Rab2 wt beads, Bodipy-GTP binding; 190,000 tested, 0.19% active; GTP binding activity, % at 10 µM;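 active = GTP binding activity at least 20 points away from 100%, either lowered or raised; inconclusive = signal likely due to the compound's own green fluorescence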;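 note: 0% = beads with excess unlabeled GTP and 100% = no-compound control corrected for plate trend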
# Cdc42 wt GTP: modulators of GTP binding to wildtype Cdc42, primary screen, biochemical, multiplex bead flow cytometry, Bodipy-GTP | Cell division control protein 42 homolog (Homo sapiens), P60953 | GST-Cdc42 beads; actives lie on both sides | percent activity (GTP binding), % at 10 µM | 190,000 tested, 0.2% active;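 active = percent activity GTP binding at least 20 points away from the 100% baseline, either down as inhibitor or up as activator; inconclusive = compound flagged as likely green fluorescent from well-wide comparison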;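 note: median bead fluorescence of bound Bodipy-FL-GTP at 100 nM; 0% = excess unlabeled GTP control and 100% = no compound control; below 100% means less GTP binding so inhibitor and above means activator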
# Target sequence (P60953 whole entry, looked up): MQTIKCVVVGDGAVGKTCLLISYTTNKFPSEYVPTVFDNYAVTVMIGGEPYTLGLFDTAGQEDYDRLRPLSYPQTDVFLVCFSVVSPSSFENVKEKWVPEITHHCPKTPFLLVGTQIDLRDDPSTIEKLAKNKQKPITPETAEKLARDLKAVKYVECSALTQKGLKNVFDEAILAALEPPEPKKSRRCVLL
# Pf gametocyte: late stage P. falciparum gametocyte viability inhibitors, primary screen, ATP luminescence, HTS; P. falciparum stage V gametocytes, 24 h; inhibition, % at 10.9 µM; 150,000 tested, 0.065% active;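 active = inhibition above the mean plus 3 SD of compounds within the control limits, set per campaign, cut at about 38% in these data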;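 note: 0% = DMSO wells and 100% = medium only without gametocytes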
# HRas wt GTP bind: modulators of GTP binding to HRas wildtype, primary screen, biochemical, bead-based flow cytometry, multiplex; GTPase HRas (Homo sapiens), P01112; GST-Ras wt beads, Bodipy-FL-GTP binding; actives lie on both sides; GTP binding activity, % at 10 µM; 190,000 tested, 0.14% active; AID 759, 2007;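 active = GTP binding activity at least 20% away from the 100% baseline, either lowered as inhibitor or raised as activator; inconclusive = flagged as likely green fluorescent, judged across all proteins in the well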;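 note: 0% = unlabeled GTP competition control and 100% = no-compound control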
# Target sequence (P01112 whole entry, looked up): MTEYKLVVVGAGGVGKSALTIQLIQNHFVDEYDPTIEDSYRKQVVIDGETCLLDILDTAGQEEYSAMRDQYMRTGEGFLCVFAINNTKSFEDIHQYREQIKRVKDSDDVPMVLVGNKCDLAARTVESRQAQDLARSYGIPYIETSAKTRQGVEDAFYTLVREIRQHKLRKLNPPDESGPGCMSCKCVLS
# ABCB1 inh: ABCB1 efflux pump inhibitors, primary screen, cell-based, multiplex, flow cytometry, ABCG2 counter-screen; CCRF-Adr cells, JC-1 efflux; inhibition, % at 6.6 µM; 190,000 tested, 0.067% active; in the data active = inhibition above about 40%;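 note: 0% = vehicle and 100% = reference inhibitor; higher value means more JC-1 retained so stronger ABCB1 efflux block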
# Rac1 act GTP bind: GTP binding modulators of activated mutant Rac1, primary screen, biochemical, bead-based flow cytometry, multiplex, fluorescent GTP. GST-Rac1 activated beads; actives lie on both sides; 100% means binding = to untreated wells. percent activity (GTP binding), % at 10 µM. 190,000 tested, 0.11% active. AID 764, 2007;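 active = GTP binding at least 20 percentage points away from the 100% baseline, in either direction, so actives lie on both sides; inconclusive = Compound likely fluorescent itself, or too few beads counted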
# * marks the source's active call; other numbers are inactive results; ? = inconclusive; . = not tested or not shown.
SMILES,Rab7 wt modul,Mcl1-Noxa inh,Avidin bead fluor,ABCG2 block,Rac1 wt modul,Rab2A wt mod,Cdc42 wt GTP,Pf gametocyte,HRas wt GTP bind,ABCB1 inh,Rac1 act GTP bind
Cc1cc(C)c(NC(=O)COC(=O)CCc2ccc(S(=O)(=O)N3CCCCC3)cc2)c(C)c1,99,-9,12,5,104,97,101,.,98,0.9,95
Cc1ccc(C)c(N2CCN(C(=O)C3CCCCN3S(=O)(=O)c3ccc(F)cc3)CC2)c1 (stereo unspecified),103,-9,17,0,102,105,100,.,102,0.1,99
O=C(CC1(O)C(=O)Nc2ccccc21)c1ccc(-n2cccc2)cc1 (stereo unspecified),96,17,16,5,95,94,96,.,96,0.9,94
O=c1c2ccccc2cnn1Cc1cccc(Br)c1,96,21,10,1,95,98,97,17,95,-2.6,93
C=CCn1c(N)c(C(=O)OCC(C)C)c2nc3ccccc3nc21,96,21,10,7,93,90,94,11,93,1.0,93
COc1ccc(CCNC(=S)N2CCC(C(=O)c3ccc(F)cc3)CC2)cc1OC,99,-2,23,-1,92,93,92,26,95,-0.7,94
Fc1cccc(Cl)c1Cn1nnc2c(NCc3ccncc3)ncnc21,99,33,9,4,103,103,101,7,101,0.5,101
CCOC(=O)C1CCN(C(=O)CSc2ccc(Br)cc2)CC1,93,9,15,0,98,92,104,5,95,-0.1,95
COC(=O)c1ccc(SC2CCCCC2)c([N+](=O)[O-])c1,102,4,9,4,104,99,103,17,101,0.4,100
Cc1c(Br)c([N+](=O)[O-])nn1CC(=O)Nc1ccc(CC#N)cc1,102,0,22,4,101,97,100,.,99,0.8,96
COc1ccc(/C=C(/CC(=O)Nc2ccc(C)cc2)c2nc3ccccc3s2)cc1,101,10,10,-7,107,101,98,-28,97,-4.7,100
COc1ccc(-c2nn(-c3ccccc3)cc2/C=N/Nc2ccccn2)cc1,104,10,22,1,92,98,96,.,98,-0.1,96
COc1cc2ncc(S(=O)(=O)c3ccccc3)c(N3CCC4(CC3)OCCO4)c2cc1OC,94,2,13,18,105,95,98,-17,99,36,94
COc1cc(C)c(NC(=S)Nc2cccc(Cl)c2C)cc1OC,99,9,4,12,102,101,101,.,99,0.4,102
CCOC(=O)Cc1ncccc1C(=O)Nc1ccc(OC(F)(F)F)cc1,97,-19,17,0,92,93,93,.,92,0.3,93
Cc1cccc(Oc2nc(-c3ccccc3)cc(C)c2S(C)(=O)=O)c1C,92,-11,8,-1,99,95,97,11,95,-0.2,98
COc1cccc(NS(=O)(=O)c2ccc3c(c2)n(C)c(=O)c(=O)n3C)c1,102,2,8,0,115,102,109,-20,105,0.1,105
O=C(CC1S/C(=N/N=C/c2cccs2)NC1=O)Nc1ccc(Cl)cc1 (stereo unspecified),99,-13,13,0,99,96,101,-2,98,-0.4,96
CC(=O)Nc1cccc(C2=CC(c3ccco3)n3ncnc3N2)c1 (stereo unspecified),108,9,9,3,102,102,99,.,101,0.9,99
Cc1cccc(Nc2nc(-c3ccccn3)cs2)n1,99,-97,8,6,99,98,99,-5,99,0.3,98
OCCC1CN(Cc2cc3c(cc2Cl)OCO3)CCN1C1CCCCC1 (stereo unspecified),102,8,3,3,102,100,100,-9,101,1.3,97
Cc1cc(/C=C(\C#N)C(=O)OCC(=O)NC(=O)NC(C)(C)C)c(C)n1CCC(C)C,101,3,26,0,105,99,104,-1,99,0.0,97
FC(F)(F)c1nc(=S)c2ccccc2[nH]1,104,32,19,-1,95,93,92,.,96,-0.6,91
NNC(=O)COc1cccc(C(F)(F)F)c1,88,6,24,1,97,97,97,-8,93,0.5,97
N/C(=N\OC(=O)COc1ccc2ccccc2c1Br)c1ccccn1,95,10,11,8,94,93,92,11,95,-1.1,92
C=CCn1c(SCC(=O)NCC)nnc1-c1cc2c(s1)CCC(CC)C2 (stereo unspecified),97,11,5,13,103,99,97,0,99,1.4,98
COC(=O)C1=C(N)N(c2ccc(F)cc2)C2=C(C(=O)CCC2)C1c1ccc2c(c1)OCO2 (stereo unspecified),100,11,5,1,100,99,99,13,98,0.7,95
CN(C)/C=C1\N=C(c2ccc(Cl)cc2Cl)OC1=O,97,14,11,11,95,98,99,.,98,1.7,96
COC(=O)C1=C(N)Oc2cc(C)n(Cc3ccco3)c(=O)c2C1c1cccc(Cl)c1 (stereo unspecified),97,19,16,24,102,98,98,.,98,2.7,96
O=C(CCC(=O)OCC(=O)c1ccc(Br)cc1)Nc1ccc(Br)c2cccnc12,93,10,9,0,95,94,93,1,96,0.0,94
CC(C)C[C@H](NC(=O)Nc1ccc(S(N)(=O)=O)cc1)C(=O)O,?,8,9,0,?,?,?,.,?,-0.1,?
Cc1ccc(CNC(=O)CCCn2c(=O)c3ccccc3n(CC(=O)NC3CCCC3)c2=O)cc1,98,-4,16,2,99,98,100,18,99,0.7,98
CC(C)N(Cc1nc(-c2ccc(Cl)cc2)no1)C(=O)CCCN1C(=O)c2ccccc2C1=O,96,3,25,39,102,98,99,.,98,4.4,95
CCOC(=O)CC(=O)CSc1nc2c(C)c(C)ccc2cc1C,97,14,16,6,102,103,103,.,103,1.4,100
N=C1C(c2nc3ccccc3[nH]2)=C(O)CN1c1ccc(CC(=O)O)cc1,103,4,17,0,104,101,103,.,103,-0.1,97
O=C(c1ccc(F)cc1)N1CCN(C(=O)c2ccc([N+](=O)[O-])cc2)CC1,107,18,11,1,100,101,99,.,99,0.8,99
COc1cc(-c2nnc(SCC3(c4ccccc4)OCCO3)o2)cc(OC)c1OC,94,-14,15,11,99,97,102,.,100,4.8,98
Nc1ccc(CSc2ccc(Cl)cc2)cc1,95,18,13,0,95,91,94,.,93,0.4,92
CC[n+]1c(/C=C/Nc2ccccc2)sc2ccccc21,102,9,15,-7,102,101,98,.,100,-2.0,97
O=S1(=O)CCC(n2ncc3c2/C(=C/c2ccccc2)CC3)C1 (stereo unspecified),105,9,11,6,102,99,98,-4,101,0.5,96
CC(=O)Nc1ccc(NS(=O)(=O)c2cccc3ccccc23)cc1,96,15,8,0,102,101,99,.,99,0.3,99
Cc1cccc(Cc2cnc(NC(=O)C3=NCCN3)s2)c1,105,5,22,1,97,99,99,22,99,0.2,95
CN(C)S(=O)(=O)c1ccc(C(=O)NCC2(N3CCCCC3)CCCCC2)cc1,106,12,12,-5,93,99,97,-40,97,-0.8,94
COc1ccc(C(=O)NNC2=CC(=O)CC(C)(C)C2)cc1OC,96,7,14,-8,98,97,99,-3,98,1.6,96
CCCC/C(O)=C1\C(=O)CC(C)(C)CC1=Nc1ccc(N)cc1,102,-2,20,1,89,96,92,.,95,0.1,90
Cc1nnc(OCc2nc3ccccc3n2C)c2ccccc12,100,-13,12,24,102,101,102,-6,101,0.2,101
Cc1ccccc1-c1nc(-c2ccc(NC(=O)c3ccc(Br)o3)cc2)no1,96,8,5,3,100,98,99,19,98,-0.7,98
N#CCCSc1ncnc2c1oc1ccccc12,102,28,9,0,107,105,106,3,105,0.0,101
CCNS(=O)(=O)c1ccc(OC)c(C(=O)NC2CCCCC2)c1,91,17,15,3,97,97,94,.,95,0.3,96
Cc1ccc(-c2nnn(CC(=O)NCC3CC3)n2)o1,101,-4,17,2,105,99,102,.,101,-1.0,98
COc1cccc(CN2CCN(C3CSCCSC3)CC2CCO)c1 (stereo unspecified),103,-29,12,0,99,101,97,14,98,0.1,97
COc1ccc(C(c2nnnn2CS(=O)(=O)c2ccc(C)cc2)N2CCN(c3ncccn3)CC2)cc1 (stereo unspecified),100,-4,22,5,105,99,106,.,102,2.8,103
CCOC(=O)c1[nH]c2ccc(OC)cc2c1NC(=S)N1CCN(c2ccc(F)cc2)CC1,100,4,7,10,102,98,101,.,97,0.3,98
O=C1CSC(c2cn(-c3ccccc3)nc2-c2ccc3c(c2)OCCO3)N1CCN1CCOCC1 (stereo unspecified),102,12,5,3,105,101,104,.,103,5.4,100
Cc1c(C=NCCOCc2ccccc2)cnn1C,?,7,6,0,?,?,?,.,?,-0.1,?
Cc1nc2ccccn2c1C(=O)NCc1cccnc1,95,10,11,8,101,100,99,-15,99,0.3,101
CCCCOCCCNC(=O)c1ccc2c(c1)OCO2,99,5,37,0,95,93,94,.,97,0.1,94
Cc1nc2ccccn2c1C(=O)N/N=C/c1ccc2c(c1)OCO2,99,-3,13,16,104,100,101,-5,100,0.3,101
O=C(N/N=C/c1c[nH]c2ccccc12)C1COc2ccccc2O1 (stereo unspecified),94,4,16,9,100,99,99,.,96,0.2,97
Cc1cccc(N2CCN(C(=O)CSc3ccsc3[N+](=O)[O-])CC2C)c1 (stereo unspecified),99,22,9,14,105,99,103,.,101,2.0,101

# (cont.)
SMILES,Rab7 wt modul,Mcl1-Noxa inh,Avidin bead fluor,ABCG2 block,Rac1 wt modul,Rab2A wt mod,Cdc42 wt GTP,Pf gametocyte,HRas wt GTP bind,ABCB1 inh,Rac1 act GTP bind
CCn1c(-c2ccco2)nc2ccccc21,103,7,37,4,102,101,102,.,102,0.8,101
O=C1CCNc2cc3ccccc3cc21,100,60*,5,10,96,97,97,.,96,0.9,95
COc1cccc(C(=O)Cn2c(N3CCOCC3)nc3c2c(=O)n(C)c(=O)n3C)c1,101,0,10,4,111,102,104,-57,102,0.1,100
Cc1nc(SCC(=O)Nc2cc(C)on2)c2c(=O)n(C)c(=O)n(C)c2n1,99,7,5,8,97,96,98,.,95,2.8,97
Brc1ccc(-c2csc(N/N=C/c3cccnc3)n2)cc1,106,28,10,0,97,100,99,.,100,-0.1,94

# Assay outcomes from PubChem BioAssay.
